Assay outcomes as filed in PubChem.
DAX1 inh-1: inhibitors of human orphan nuclear receptor DAX1 (NR0B1); P51843; HEK293 Gal4-DAX1 luciferase reporter, luminescence; inhibition, % at 6.75 µM; 340,000 tested, 0.99% active; AID 504766;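 active means inhibition above the mean over all tested compounds plus 3 SD, cut at about 4.2% in these data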;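 further: 0% = DAX1-transfected cells with DMSO and 100% = empty-vector control cells with DMSO; inhibition shows as a rise in luminescence from relieved DAX1 repression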
HGIII-sPLA2 inh: Blocks human group III sPLA2 activity | Q9NZ20 | QFRET BODIPY PC-A2 liposome hydrolysis, fluorescence | inhibition, % at 12.2 µM | 370,000 tested, 0.56% active | AID 743126;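 active means inhibition above mean plus 3 SD of compounds lying within the high and low control bounds, cut at about 19% in these data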;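 further: 0% = median of test compound wells and 100% = no enzyme DMSO wells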
FXN GAA850 act: frataxin GAA850 promoter activation; HEK293 lucGAA850 FXN promoter luciferase reporter, 24 h; percent of 10 µM SAHA response; 360,000 tested, 0.56% active; AID 540364; activation, % at 6 µM;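 active means activation above the average of all compounds screened plus 3 SD, cutoff fixed separately per campaign, cut at about 7.5% in these data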;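 further: 0% = DMSO wells and 100% = 10 µM SAHA wells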
SMARCA2 activ: SMARCA2 function activation, primary screen; MG213 cells, MMTV-luciferase reporter, dexamethasone, overnight; activation, % at 9.1 µM; 370,000 tested, 1% active; AID 652017; in the data active means activation above about 7.8%;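 further: 0% = vehicle wells and 100% = reference activator wells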
ssDAF-12 act: S. stercoralis DAF-12 activation, primary screen. HEK293 ssDAF-12/GRIP1 lit1-tk-luc reporter, luminescence; % of 3 µM dafachronic acid response. activation, % at 6.8 µM. 370,000 tested, 1% active. AID 652126;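 active means activation above the mean over all tested compounds plus 3 SD, cut at about 0.9% in these data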;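 further: 0% = DMSO-only wells and 100% = 3 µM delta7-dafachronic acid wells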
GC-B act: GC-B (human) receptor activation. 370,000 tested, 0.11% active. activation, % at 10 µM. P20594. HEK293-GC-B cells, CNP EC30, cGMP TR-FRET; 0% at EC30 CNP, 100% saturating CNP;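 active means activation at 10 µM reaching about 35% in either raw or pattern-adjusted values, limit read from the data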
KLK7 zymogen act: activators of human kallikrein-7 zymogen; P49862; purified proKLK7, EDANS-DABCYL substrate fluorescence; 100% is mature enzyme control, 0% vehicle; 370,000 tested, 0.9% active; activation, % at 7 µM;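 active means activation above the mean of all tested compounds plus 3 SD, computed per campaign excluding outliers beyond control limits, cut at about 13% in these data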
DAX1 inh-2: inhibitors of DAX1 repression of SF-1 activated StAR promoter; HEK293T StAR-luciferase reporter, SF-1/DAX-1 repression relief; inhibition, % at 6.8 µM; 370,000 tested, 1.1% active; AID 652010;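 active means inhibition above the mean over all tested compounds plus 3 SD, cut at about 3.6% in these data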;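 further: 0% = DAX-1 cells with DMSO and 100% = cells lacking DAX-1 with DMSO; higher inhibition means more luminescence from relief of DAX-1 repression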
GC-A act: GC-A (human) enzyme activation; AID 1671463; P16066; HEK293 GC-A cells, cGMP TR-FRET, EC30 ANP; 0% at EC30 ANP, 100% saturating ANP; 370,000 tested, 0.14% active; activation, % at 10 µM; in the data active means activation above about 40%
Target sequence (P16066 whole entry, looked up): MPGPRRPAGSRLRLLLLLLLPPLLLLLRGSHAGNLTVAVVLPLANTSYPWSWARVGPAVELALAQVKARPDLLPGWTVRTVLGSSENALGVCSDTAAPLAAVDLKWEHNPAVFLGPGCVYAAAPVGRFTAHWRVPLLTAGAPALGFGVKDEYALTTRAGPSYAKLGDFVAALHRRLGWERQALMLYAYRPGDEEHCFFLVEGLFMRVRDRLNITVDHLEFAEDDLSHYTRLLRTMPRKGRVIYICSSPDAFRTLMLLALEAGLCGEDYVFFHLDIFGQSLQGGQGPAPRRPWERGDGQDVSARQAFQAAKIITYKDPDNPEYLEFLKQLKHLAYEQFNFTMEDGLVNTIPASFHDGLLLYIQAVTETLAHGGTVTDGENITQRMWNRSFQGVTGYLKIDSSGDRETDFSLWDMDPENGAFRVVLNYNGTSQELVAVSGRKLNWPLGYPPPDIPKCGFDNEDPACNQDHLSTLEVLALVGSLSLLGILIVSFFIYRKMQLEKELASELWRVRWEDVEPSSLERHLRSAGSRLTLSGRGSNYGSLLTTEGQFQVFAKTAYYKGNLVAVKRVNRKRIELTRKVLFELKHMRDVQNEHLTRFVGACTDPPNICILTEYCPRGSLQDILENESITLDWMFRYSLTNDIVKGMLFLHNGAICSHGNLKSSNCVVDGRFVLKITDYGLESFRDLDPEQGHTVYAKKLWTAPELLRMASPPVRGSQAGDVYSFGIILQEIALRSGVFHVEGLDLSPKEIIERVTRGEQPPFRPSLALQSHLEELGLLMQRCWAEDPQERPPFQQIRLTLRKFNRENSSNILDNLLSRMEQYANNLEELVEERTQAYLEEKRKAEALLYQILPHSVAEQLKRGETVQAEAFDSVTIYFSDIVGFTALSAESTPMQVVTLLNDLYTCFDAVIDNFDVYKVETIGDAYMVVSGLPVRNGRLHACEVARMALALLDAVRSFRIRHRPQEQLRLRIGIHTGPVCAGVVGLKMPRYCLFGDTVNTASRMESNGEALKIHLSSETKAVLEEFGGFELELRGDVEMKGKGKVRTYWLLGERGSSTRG
hcDAF-12 act: activators of H. contortus DAF-12 nuclear receptor. HEK293 hcDAF-12 lit1-tk-luc reporter, luminescence; 0% DMSO, 100% Δ7-dafachronic acid. activation, % at 6.8 µM. 370,000 tested, 1.4% active;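 active means activation above the mean of all tested compounds plus 3 SD, cut at about 5.5% in these data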;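 further: 100% = response to 3 µM Δ7-dafachronic acid high control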
hgDAF-12 ag: activates the H. glycines DAF-12 receptor ligand-binding domain; HEK293 GAL4-hgDAF12 UAS-luciferase reporter, agonist luminescence; normalized to butyrate control; activation, % at 6.8 µM; 370,000 tested, 1.8% active; AID 687014;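 active means activation above a cutoff set at the mean of all screened compounds plus 3 SD, cut at about 10% in these data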;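 further: 0% = DMSO wells and 100% = sodium butyrate wells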
An asterisk follows results filed as active; / = not tested or not shown.

SMILES	DAX1 inh-1	HGIII-sPLA2 inh	FXN GAA850 act	SMARCA2 activ	ssDAF-12 act	GC-B act	KLK7 zymogen act	DAX1 inh-2	GC-A act	hcDAF-12 act	hgDAF-12 ag
COc1ccccc1OCCSc1nc2ccccc2c(=O)[nH]1	0.1	1	3.7	1	0.2	1	0.6	1.3	-2	-0.7	1.2
O=C(c1ccccc1)c1nn(-c2ccc(Cl)cc2)cc1C(=O)c1cc2ccccc2oc1=O	0.8	-1	-1.1	-4	1.1*	3	-0.6	0.8	-1	3.6	-0.6
COc1ccc(N2CC(C(=O)OCC(=O)Nc3cc(C)on3)CC2=O)cc1 (stereo not given)	0.0	-8	-0.4	-2	-1.1	-1	0.3	0.1	4	-1.7	3.3
CN(CC(=O)Nc1ccccc1C(F)(F)F)C(=O)c1cc(-c2cccs2)nn1-c1ccccc1	0.5	-9	0.4	-1	-1.1	-1	0.3	-0.2	-1	-0.6	3.6
O=c1[nH]c(CN2CCOCC2)nc2scc(-c3ccccc3)c12	0.1	-1	2.3	2	-1.2	-3	-0.6	-0.1	-1	-0.7	0.0
CCNC(=O)NC(=O)COC(=O)c1cccc(NS(=O)(=O)/C=C/c2ccccc2)c1	-0.4	-34	2.7	-3	-1.3	-4	0.5	-0.3	0	-1.9	0.8
COc1ccccc1NC(=O)Nc1nc(C(N)Cc2ccc(C(F)(F)F)cc2)cs1 (stereo not given)	/	8	-1.1	-5	-1.4	-1	0.1	0.1	-4	0.9	1.1
Cn1c(=O)oc2cc(S(=O)(=O)NCCC(=O)NCCc3ccc(Cl)cc3)ccc21	-0.1	-9	-3.0	-4	-1.2	-2	-0.1	-0.9	-6	-0.6	0.9
Cc1ccc(CN(Cc2ccco2)C(=S)Nc2ccccc2C)cc1	0.2	3	-1.7	1	-1.7	0	0.4	-1.0	-5	-1.6	-0.7
CCN(CC)C(=O)CC[C@H]1CC[C@]2(CCCN(Cc3ccc(OC)cc3)C2)O1	/	0	/	-2	-1.1	-7	-0.5	0.8	-3	1.0	1.0
Cc1ccc(Nc2nnc(SCC(=O)Nc3cccnc3Cl)s2)cc1C	-1.1	-32	-3.1	0	-0.6	3	-0.1	-0.3	-1	1.9	14*
CC(=O)N(c1ccc2oc(=O)sc2c1)S(=O)(=O)c1ccc(C)cc1	1.9	-39	1.6	-1	-1.2	5	0.0	-0.3	6	-1.8	-1.1
O=C(COc1ccc(/C=C\[N+](=O)[O-])cc1)N1CCOCC1	0.3	-13	0.2	0	-1.7	0	-0.7	-0.2	10	-1.1	4.8
CC(C)=CC(=O)Nc1cccc(S(=O)(=O)NC2=NCCCCC2)c1	0.0	15	0.6	-3	-1.5	3	-0.3	-1.0	0	-1.6	-2.4
CSc1sc(C(=O)O)c2c1C(=O)CC(C)(C)C2	0.7	11	0.5	0	-1.0	-7	0.0	0.1	-2	-1.7	2.2
N/C(CN1CCCC1=O)=N\O	-0.2	-1	-0.1	0	-1.3	4	-0.1	1.1	0	-0.4	0.2
O=C(COc1ccccc1)Nc1cccc(-c2cn3cccnc3n2)c1	0.2	8	5.8	0	-1.4	2	-5.1	-0.4	-3	-1.6	-0.6
COC(=O)c1ccc(C#Cc2ccccc2)o1	3.5	3	1.6	4	-1.8	-2	-1.4	-0.3	1	-1.0	0.4
O=C(NCCO)c1cc2c([nH]c3ccccc32)c(-c2ccccc2)n1	-3.3	1	2.2	5	-1.7	5	-0.2	-0.8	11	-1.4	-2.3
Cc1ccc(NC(=O)[C@H](NC(=O)[C@@H]2Cc3ccccc3CN2)c2ccccc2)cc1	0.6	-12	-1.8	2	0.0	0	-0.3	-0.1	2	3.8	1.0
O=C(Nc1ccc(F)cc1)c1cn(-c2ccccc2)nc1-c1ccncc1	-0.6	-17	-0.8	0	-1.3	-6	-0.2	-1.0	4	-0.8	-1.8
O=C(CSc1ccc(-c2ccccc2)nn1)NC1CCCCC1	-0.2	1	4.0	0	-1.0	-2	-0.1	0.5	3	-2.9	0.1
CCN(C(=O)COC(=O)c1ccco1)c1cccc2ccccc12	-0.7	-5	0.0	0	-1.1	-1	-0.3	-3.4	2	-1.2	-0.1
CCc1nc2nc(C)cc(C)n2c1Nc1ccc(OC)cc1	/	12	/	-4	-0.8	-1	0.1	-1.3	1	0.1	1.5
O=C(CC1C(=O)N(c2ccccc2)C(=S)N1c1ccccc1)c1ccccc1 (stereo not given)	0.5	-35	-0.7	0	-1.8	2	0.2	-0.5	5	1.0	1.2
CCc1ccc(N(C(=O)c2snc(C(N)=O)c2N)C(C(=O)NCC2CCCO2)c2ccco2)cc1 (stereo not given)	-0.3	-10	-1.0	0	-0.7	-13	0.7	0.3	-2	-2.2	-1.5
COc1cc2c(-c3cc(F)cc(F)c3)c(-c3ccsc3)oc(=O)c2cc1OC	1.0	4	-0.9	1	-1.3	-1	-0.6	-0.1	-1	0.7	-0.3
CC(C)N1CCN(Cc2ccncc2)CC1CCO (stereo not given)	0.5	1	-0.1	0	-1.4	5	0.0	-0.3	-5	0.3	-2.4
O=C(O)CCC(=O)c1ccc2ccc3cccc4ccc1c2c34	/	-15	/	-2	-1.1	-9	26*	0.2	3	-0.7	-2.2
CCC(C)NC(=S)N1CCN(C(c2ccccc2)c2ccccc2)CC1 (stereo not given)	-0.3	9	2.9	0	-0.9	-2	0.0	0.0	-9	2.1	-0.2
COCCCNC(=S)NNC(=S)NCCCOC	/	22*	-0.7	-4	-2.0	8	-0.1	0.2	5	-1.1	-0.3
CC1(OC(=O)C2CCCC2)C(=O)C=C2C=C(c3ccc(C#N)cc3)OC=C2C1=O (stereo not given)	-0.4	2	0.0	1	-0.6	-2	0.4	0.2	-6	-0.3	2.4
Cc1ccc(-c2nc3c(=O)n(C)c4ccccc4c3o2)cc1	0.8	0	2.9	0	-1.0	-10	-0.7	0.2	7	2.5	0.0
Cc1cc(C)c(NC(=O)CS(=O)CC(=O)N2CCN(c3ccc(F)cc3)CC2)c(C)c1 (stereo not given)	-1.4	5	-0.6	0	-1.8	1	0.0	-0.5	-2	-1.6	-1.2
COc1ccccc1NC(=O)Nc1ncccc1C	-0.3	-2	1.6	-1	-1.4	4	-0.8	0.4	4	0.7	5.0
O=C(/C(=C(/[O-])c1ccccc1)[n+]1ccccc1)c1ccc([N+](=O)[O-])cc1	0.9	2	-1.0	1	-1.7	0	-0.8	0.8	-2	0.6	2.9
COc1ccc(N(CC(=O)Nc2ccc3c(c2)OCO3)S(=O)(=O)c2ccccc2)c(OC)c1	-1.8	-9	0.8	0	-1.1	-9	-0.1	-1.6	-9	-2.2	-2.5
O=C(NC1CCS(=O)(=O)C1)N1CCCCC1 (stereo not given)	-0.5	0	1.0	-8	-0.9	7	0.0	1.0	3	-2.6	1.5
NS(=O)(=O)c1ccc(CNC(=O)C2CCCN2C(=O)c2cccs2)cc1 (stereo not given)	0.9	4	-1.1	-6	-1.1	-1	0.1	0.8	-1	-0.2	0.3
CCNS(=O)(=O)c1cc(Br)ccc1OC	-0.3	3	-0.9	-2	-0.5	-2	0.6	0.5	-7	0.3	1.0
Cc1ccc(Nc2nc(NCCCN3CCOCC3)nc(N)c2[N+](=O)[O-])cc1C	0.1	13	0.1	-1	-0.7	-13	0.8	0.7	-3	-2.4	-4.2
CC(CCc1ccccc1)NC(=O)CNc1cccc([N+](=O)[O-])c1 (stereo not given)	-1.1	0	2.6	-4	-1.1	-1	-0.4	-0.1	-8	-0.9	-1.0
COc1ccccc1N(C(=O)CNC(=O)c1ccco1)C(C(=O)NC1CCCC1)c1ccncc1 (stereo not given)	0.3	9	-1.1	-2	-1.3	-1	0.1	0.4	-5	-1.1	-0.6
CCOC(=O)N(C)c1c(CC)nc2c(OCc3ccc(F)cc3)cccn12	/	-3	-1.4	-3	-0.7	7	0.2	-2.9	7	-2.3	-5.2
Cc1ccc2cc(C)c(SCC(=O)Nc3cc(C)on3)nc2c1	0.5	0	-2.2	-3	-0.7	-3	0.5	0.1	-3	-1.2	1.8
CCCCOc1ccccc1Cn1c(=O)oc2ccccc21	-0.5	2	-0.6	0	-0.8	-5	-0.5	-0.5	-2	-1.8	-2.0
CCOc1cc2c(cc1OCC)C(C(=O)O)C(c1cc(OC)c(OC)c(OC)c1)N(C)C2=O (stereo not given)	0.7	2	0.0	-3	-1.1	4	-0.2	0.4	-2	-1.8	2.7
Cc1cc(C)n(-c2ncnc3sc(C)c(C)c23)n1	0.0	2	2.8	-2	-1.3	4	0.6	0.1	4	-0.6	2.4
COc1ccc(NC(=O)Cn2nc(C)c([N+](=O)[O-])c2C)cn1	-0.4	-1	0.1	-2	-1.5	0	0.3	-0.6	1	-1.0	-1.5
COc1ccc(CNC(=O)C(c2ccncc2)N(C(=O)Cc2cccs2)c2cccc(C)c2)cc1 (stereo not given)	-1.3	-5	-1.6	0	-0.3	-14	0.7	0.3	-36	1.9	-0.2

3 records picked at random from those above, as already listed:
SMILES	DAX1 inh-1	HGIII-sPLA2 inh	FXN GAA850 act	SMARCA2 activ	ssDAF-12 act	GC-B act	KLK7 zymogen act	DAX1 inh-2	GC-A act	hcDAF-12 act	hgDAF-12 ag
Cc1ccc2cc(C)c(SCC(=O)Nc3cc(C)on3)nc2c1	0.5	0	-2.2	-3	-0.7	-3	0.5	0.1	-3	-1.2	1.8
COc1ccc(NC(=O)Cn2nc(C)c([N+](=O)[O-])c2C)cn1	-0.4	-1	0.1	-2	-1.5	0	0.3	-0.6	1	-1.0	-1.5
Cc1ccc(Nc2nc(NCCCN3CCOCC3)nc(N)c2[N+](=O)[O-])cc1C	0.1	13	0.1	-1	-0.7	-13	0.8	0.7	-3	-2.4	-4.2

Next section:
SMILES	DAX1 inh-1	HGIII-sPLA2 inh	FXN GAA850 act	SMARCA2 activ	ssDAF-12 act	GC-B act	KLK7 zymogen act	DAX1 inh-2	GC-A act	hcDAF-12 act	hgDAF-12 ag
O=S(=O)(Cc1ccccc1)c1ccccc1-c1nnc(-c2ccccc2)o1	0.1	0	-0.4	1	-1.1	4	0.0	-0.2	-1	-1.7	1.2
CCN(CC)c1ncnc2scc(C3COc4ccccc4O3)c12 (stereo not given)	-1.2	4	0.9	-3	-1.6	-14	0.3	-1.1	-14	-1.0	-1.8
CCCCN(C(=O)NC(=O)Nc1ccccc1C)S(C)(=O)=O	-1.1	0	4.6	2	-1.2	-9	-0.1	0.1	4	0.1	0.7
COc1cc(/C=N/NC(=O)c2c(-c3ccccc3)noc2C)cc(OC)c1OC	0.9	3	-0.5	1	-1.4	-5	0.5	-0.1	-1	-1.1	-2.1
CCOc1cc(C2Nc3ccccc3C(=O)N2c2ccccc2)c(Br)cc1OCC(=O)O (stereo not given)	-0.9	1	0.9	-1	-0.7	-2	7.0	0.7	-1	1.2	1.6
C=CCN(C(=O)CNC(=O)c1ccco1)C(C(=O)NC1CCCCC1)c1ccccc1F (stereo not given)	-0.7	-3	-0.9	-1	-1.3	-3	-0.7	-0.8	-3	-1.0	-0.1
